ATXN2 expr inh: inhibitors of ATXN2 expression | 0.72% of 360,000 active | AID 1745845 | Potency, µM (top dose mostly 57 µM), without a hit: at the highest dose activity change, negative = inhibition, usual class: inhibitors | HEK-293 ATXN2-luciferase reporter, luminescence, 24 h; further: potency means the concentration at half of the fitted maximal effect; on the % scale 0 is the no-effect control and ±100 the full control effect; nearly all actives have a fitted effect of over 55% in size
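ATXN2-luciferase reporter cells (luciferase flanked by upstream and downstream ATXN2 gene portions) were treated 24 h at 37 °C with compounds at up to 57 uM. SteadyGlo luminescence gave expression; GF-AFC fluorescence gave viability.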
IL1B secr inh: inhibitors of inflammasome signaling (IL-1 beta secretion) | THP-1 LPS/ATP IL-1B secretion, AlphaLISA, 16 h; active compounds read low | activity change, % at 57.5 µM | 4.7% of 360,000 active; in the data active means activity change below about -50%; inconclusive means mostly about -30% to -49%; further: on the % scale 0 is the no-effect control and ±100 the full control effect
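THP-1 cells pretreated 1 hr with compounds (up to 57.5 uM final), then stimulated with LPS (250 ng/mL final) plus ATP (1.25 mM final); secreted IL-1B measured by AlphaLISA after 16 hr, decreased signal indicating inhibition.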
A549 tox: A549 cytotoxicity, counter-screen for Nrf2 inhibitors. Potency, µM (highest dose often 46 µM), for inactives: top-dose activity change, negative = cytotoxicity, actives largely listed as inhibitors. A549 ARE-Fluc cells, CellTiter-Fluor viability, 18-24 h. AID 504648. 0.16% of 390,000 active; further: potency means the concentration at half of the fitted maximal effect; on the % scale 0 is the no-effect control and ±100 the full control effect
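A549 ARE-Fluc cells in 5% FBS OPTI-MEM, 5000 cells/well, rested 2 h then exposed to compounds in concentration-response for 18-24 h at 37 °C. Viability by CellTiter-Fluor fluorescence (Ex 405/Em 525) after 30 min; luciferase luminescence (BugLite, 15 min, RT) read afterwards.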
TGFb SMAD3 inh: blocks TGF-b signaling; HepG2 CAGA-GFP TGF-b/SMAD3 reporter, GFP fluorescence, 18 h; TGF-beta stimulated, 500 pg/mL final; Potency, µM (top dose mostly 46.1 µM), for the others: at the top dose activity, negative = inhibition, usual class: inhibitors; 1.2% of 410,000 active; AID 588855; further: potency means the concentration at half of the fitted maximal effect; on the % scale 0 is the no-effect control and ±100 the full control effect; nearly all actives have a fitted effect of over 65% in size
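Cell-based qHTS in HEPG2 carrying a CAGA-GFP Smad reporter; compounds added before 500 pg/mL final TGF-beta, 18 h incubation at 37 degrees C, GFP fluorescence quantified per cell by imaging cytometry.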
Nrf2 inh: inhibitors of Nrf2 signaling; A549 ARE-Fluc reporter, luciferase luminescence, 18-24 h; AID 504444; 2.1% of 360,000 active; Potency, µM (titrated, usually from 46 µM), without a hit: top-dose activity change, negative = inhibition, hits mostly inhibitors; further: potency means the concentration at half of the fitted maximal effect; on the % scale 0 is the no-effect control and ±100 the full control effect; nearly all actives have a fitted effect of over 60% in size
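Nrf2 function is reported as luminescence of an ARE-controlled luciferase in A549 cells. Compounds were tested at several concentrations, and a CellTiter-Fluor read on the same wells flagged cytotoxicity.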
Nrf2 ARE act: activators of Nrf2 (ARE) signaling | AREc32 ARE-luciferase reporter (MCF7-derived line), luminescence, 24 h | Potency, µM (doses to about 46.1 µM), for inactives: at the top dose activation, hits mostly activators | 0.31% of 410,000 active | AID 624171; further: potency means the concentration at half of the fitted maximal effect; % of control where 0% means no effect; nearly all actives have a fitted effect of over 65% in size
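AREc32 cells carrying an ARE-driven firefly luciferase reporter were seeded at 1000 cells/well in OPTI-MEM with 5% FBS, then exposed to compound for 24 hr at 37 deg C. Luminescence was read with Steady-Glo after 30 min at RT.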
S2 tox: viability counter-screen for ATXN expression inhibitors; S2 cells (HEK-293 line with an ATXN2-luciferase reporter) viability, CellTiter-Fluor protease fluorescence, 24 h; Potency, µM (series often up to 56.7 µM), usual class: cytotoxic; 0.49% of 400,000 active; AID 651635; further: potency means the concentration at half of the fitted maximal effect; nearly all actives have a fitted effect of over 40% in size
HepG2 viability: kills HepG2 cells in TGF-b inhibitor counter-screen; 0.76% of 410,000 active; HepG2 CAGA-GFP viability, ATP luminescence, 18 h; Potency, µM (top dose mostly 46.1 µM), inactives show top-dose activity change, negative = cytotoxicity, hits mostly cytotoxic; AID 588856; further: potency means the concentration at half of the fitted maximal effect; some results filed as inactive show a strong effect at the top dose
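CellTiter-Glo luminescence gave cytotoxicity after 18 hours at 37 degrees C. The cells were HepG2 CAGA-GFP in 1% FBS DMEM, stimulated with 500 pg/mL TGF-beta after compound addition. %Activity was normalised to no-cell wells (complete cell-killing) and DMSO (no toxicity), and curves were fitted and classified.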
MCF10A rerep: induces DNA re-replication in MCF 10a normal breast cells. Potency, µM (series often up to 46.1 µM), inactives show at the top dose activity, positive = re-replication, most hits filed as activators. 2.9% of 350,000 active. MCF 10A DNA re-replication, Hoechst nuclear intensity, 48 h. AID 624296; further: potency means the concentration at half of the fitted maximal effect; % of control where 0% means no effect; nearly all actives have a fitted effect of over 50% in size
The depositor's hits bear a star; i = inactive; ? = inconclusive; nt = not tested or not shown; ! = a repeat was not active; [ ] = remark or other dose. Unless noted, the call rests on the fitted dose curve; in most records, active means well fitted curve in the direction sought with a large enough effect; inconclusive means small, poorly fitted or top-dose-only effect, or another doubt; inactive means no such curve, though single readings can be large; an effect the other way counts as inactive or inconclusive.

Each structure is followed by: TGFb SMAD3 inh	MCF10A rerep	IL1B secr inh	ATXN2 expr inh	A549 tox	Nrf2 ARE act	S2 tox	HepG2 viability	Nrf2 inh
O=C(Nc1ccccc1Cl)c1cc(C2CCCN(C(=O)c3cccs3)C2)on1 (stereo not given)
    -1%	nt	-18	-10%	nt	4.7%	i	-30%	nt
COc1c2ccoc2nc2c(OC)c(O)ccc12
    5%	1%	-19	2%	-1%	5.2%	i	-1%	11%
O=C1C(SCCO)=C(SCCO)C(=O)c2ccccc21
    3.2µM*	6%	-54*	?	?	-4.2%	nt	7.1µM*!	26µM*
CCCCOc1ccc(/C=C(\C#N)C(=O)NC2CC2)cc1
    30%[activator]	7%	-17	-7%	-15%	5.2%	i	0%	-9%
Cc1ccc(C(NC(=O)N2CCOCC2)C(Cl)(Cl)Cl)cc1F (stereo not given)
    -2%	7%	5	-19%	-1%	-0.4%	i	-23%	-25%
Cc1ncc(CO)c(/C=N/NC(=O)c2ccoc2C)c1O
    8%	3%	62	6%	2%	2.4%	i	-20%	?
CCc1ccc(N(CC(=O)N2CCCCCC2)S(C)(=O)=O)cc1
    13%	0%	-10	-5%	6%	1.8%	i	0%	-28%
CCOC(=O)c1cn(CC)c2ccc(S(=O)(=O)N3CC(C)CC(C)C3)cc2c1=O (stereo not given)
    ?	-8%	-3	16%	0%	0.1%	i	-30%	5%
CC(Oc1ccc2c3c(c(=O)oc2c1)CCCC3)C(=O)NCCN1CCOCC1 (stereo not given)
    -1%	-5%	8	nt	1%	-0.8%	i	1%	5%
CCOc1ccc(/C=N/OCC(=O)Nc2ccc(OCc3ccccc3)cc2)cc1OC
    3%	?	4	3%	1%	0.8%	i	-9%	-5%
Cc1ccc(NC(=O)c2cccc(OC(F)F)c2)c(OC(F)F)c1
    10%	-1%	-6	0%	0%	3.2%	i	-33%	-8%
Cc1ccc(N(CC(=O)Nc2ccc(F)c(Cl)c2)S(=O)(=O)c2c(C)noc2C)cc1
    ?	12µM*	-12	-17%	-24%	-0.5%	i	-40%	?
CCCN(CC(=O)Nc1ccc(Cl)cc1Cl)C(=O)/C=C/c1cc(OC)ccc1OC
    ?	11%	0	-11%	-3%	0.0%[9.22 µM]	?	-4%	-28%
O=c1c2c(nc3c(-c4ccccc4)c[nH]n13)CCC2
    -36%	-3%	18	-20%	-3%	-0.1%	i	-20%	-13%
O=C(Cn1nc(-c2ccc(Cl)cc2)ccc1=O)NCC1COCCO1 (stereo not given)
    3%	-27%	-1	-10%	-3%	-0.8%	i	2%	-8%
CC(=O)c1ccc(OC(=O)COc2ccccc2)cc1
    4%	-1%	14	-3%	-4%	0.4%	i	8%	-12%
CCOC(=O)N1CCN(C(=O)CSc2nc(CC)nc3c2c(=O)n(C)c(=O)n3C)CC1
    0%	3%	7	-2%	-7%	0.2%	i	4%	1%
CC(C)N1C(=O)C(O)(C2COC(C)(C)CC2=O)c2ccccc21 (stereo not given)
    -3%	-6%	-3	3%	6%	-0.2%	i	-17%	-2%
CNc1ncc(C(=O)c2ccc(F)cc2)s1
    5%	-8%	-10	6%	1%	0.1%	i	2%	?
COc1ccc(CCNC(=O)CSc2ncc(C(=O)Nc3ccccc3)c(=O)n2C)cc1
    17%	1%	24	16%	13%	3.3%	i	-18%	?
Clc1cccc(CNCCCSc2nnnn2-c2ccccc2)c1
    0%	nt	nt	-6%	15%	3.8%	i	-50%	23%
COc1ccc(C(NC(=O)CC(C)C)NC(=O)CC(C)C)cc1OC
    3%	7%	-10	4%	-1%	7.2%	i	8%	nt
CC(=O)Oc1cccc(/C=C2\Sc3ccccc3C2=O)c1
    -10%	?	-24	12%	1%	14µM*	i	-12%	15%
O=C(Nc1ccc(SC(F)F)cc1)c1ccc(F)cc1
    -21%	0.82µM*	-10	27%	-2%	4.2%	i	-20%	?
O=C(O)Cc1c(-c2ccccc2)c2cc(Br)ccc2[nH]c1=O
    -2%	-6%	9	3%	3%	1.8%	i	-2%	4%
CN=c1scc(-c2ccccc2F)n1/N=C/c1ccc(O)c(O)c1O
    ?	9%	-14	34%[activator]	?	17%	i	6%	12µM*
O=C(CN(C(=O)c1csnn1)c1ccccc1Cl)NC1CCCC1
    -9%	0%	17	9%	3%	0.4%	i	-3%	-5%
Cc1ccnc(NS(=O)(=O)c2ccc(NC(=O)C34CC5CC(C)(CC(C)(C5)C3)C4)cc2)n1
    25%	15%	21	-1%	-2%	0.2%	i	5%	-16%
COc1ccc(C(F)(F)F)cc1N/C=C\c1nnnn1-c1ccccc1
    3%	?	-6	-2%	-4%	-0.5%	i	-30%	-10%
CCOC(=O)N1CCN(C(=O)C2CCN(Cc3nc(-c4ccccc4C)oc3C)CC2)CC1
    -24%	8%	-17	-14%	-6%	-0.6%	i	-9%	-8%
CCc1ccc(Nc2nnc(SCC(=O)N(C)CC(=O)Nc3ccccc3CC)s2)cc1
    -25%	?	-19	14%	-4%	2.2%	?	-30%	12%
CCOC(=O)N1CCC(N(CCCOC)C(=O)Nc2cccc(OC)c2)CC1
    -19%	3%	23	1%	0%[1.84 µM]	0.0%	?	-1%	4%
COc1ccc(/C=N/NC(=O)c2cc3cc(OC)c(OC)cc3[nH]2)cc1
    23%	-7%	-51*	11%	0%	2.5%	i	-2%	21µM*
COc1ccc(CCn2nnnc2C(C(C)C)N2CCN(c3ncccn3)CC2)cc1OC (stereo not given)
    ?	20%	-12	-2%	7%	2.2%	i	5%	15%
CC(NC(=O)OCc1ccccc1)C(=O)NCC(=O)NC(Cc1ccc(OC(C)(C)C)cc1)C(=O)OC(C)(C)C (stereo not given)
    -3%	4%	-4	-14%	-2%	-0.2%	?	-4%	-1%
COc1ccc(OC)c(-n2c(SC)nnc2-c2c[nH]c3ccccc23)c1
    1%	10%	-11	3%	-2%	4.8%	i	-3%	-13%
O=C(CCN1CCCCC1)NCC1OCCc2ccccc21 (stereo not given)
    -1%	-3%	-17	-7%	14%	-0.8%	i	-2%	nt
COc1ccc(N2CCN(C(=O)NC(=O)c3ccccc3)CC2)cc1
    0%	5%	1	-4%	5%	-1.0%	i	5%	-12%
CN1C(C(=O)Nc2ccc(OC(F)(F)F)cc2)=CC(c2ccco2)=NS1(=O)=O
    6%	4%	?	-9%	-14%	-0.3%	i	-14%	-11%
Cc1cnc(NC(=O)Cc2ccc(S(=O)(=O)N3CCOCC3)s2)s1
    -26%	-1%	12	42%[activator]	-1%	5.1%	i	-6%	9%
COc1cc(Cl)c(C)cc1NC(=O)c1cc(S(=O)(=O)N2CCCC2)ccc1F
    0%	nt	nt	7%	0%	6.1%	i	-2%	nt
CCOC(=O)c1cn2nc(Oc3cccc(C(F)(F)F)c3)ccc2n1
    -6%	-22%	nt	3%	-2%	2.6%	i	-32%	0%
Cc1ccc(C(=O)OCc2ccc3c(c2)OCO3)cc1S(=O)(=O)N1CCCCC1
    3%	3%	-9	-8%	-9%	0.1%	i	-14%	?
Cc1cc(C)cc(NC(=O)CSc2nc3nc(C)cc(C)c3c(=O)[nH]2)c1
    4%	-4%	-7	?	0%	-0.1%	i	-13%	9%
O=C(COC(=O)c1cc(=O)[nH]c2ccccc12)NCc1ccccc1Cl
    -9%	-2%	40	0%	1%	-0.1%	?	2%	0%
COc1ccc2[nH]cc(CCNS(=O)(=O)c3ccc(C)cc3)c2c1
    -5%	157%	-18	-23%	9%	2.7%	i	-5%	-18%
COC(=O)CSC1=C(C#N)C(c2ccc(F)cc2)CC(=O)N1 (stereo not given)
    -6%	1%	19	-6%	-4%	0.0%	i	-13%	0%
Cc1nnc(N2C(=O)C(O)=C(C(=O)c3ccco3)C2c2cccc3ccccc23)s1 (stereo not given)
    4%	6%	37	0%	-15%	?	i	7%	25%
CC(=O)Nc1ccc(C(O)(C(F)(F)F)C(F)(F)F)cc1
    -2%	-1%	0	-15%	0%	-0.6%	i	-3%	-9%
COc1ccc(CCn2c(=O)c3cccnc3n(CC(=O)Nc3cccc(C)c3)c2=O)cc1OC
    -33%	nt	nt	7%	-9%	-0.4%	i	-45%	-14%
O=C(NCCc1ccccc1)c1cnc2sc(N3CCCC3)nn2c1=O
    0%	nt	nt	nt	-8%	3.5%	nt	-7%	?
COc1cccc(NC(=O)CSc2ccc(-c3ccco3)nn2)c1
    0%	15%	-2	-13%	-6%	20%	i	-21%	-15%
CCOc1ccc(S(=O)(=O)N(C)CCO)cc1-c1nc2c(C(C)(C)C)nn(C)c2c(=O)[nH]1
    -13%	1%	-56*	1%	-1%	4.4%	i	-6%	5%
COC(=O)[C@H](C)NC(=O)Nc1ccc(OC(F)(F)F)cc1
    12%	-1%	4	3%	8%	1.2%	i	10%	10%
CC1(C)NC(=O)N(CCCCOc2ccc3ccccc3c2Cl)C1=O
    -5%	?	4	73%[activator]	?	3.5%	i	-30%	?
CCOC(=O)CSc1nc2ccccc2c(=O)n1C1CCCC1
    -6%	23%	32	1%	6%	-0.5%	i	-2%	23%
O=C1[C@@H]2CSCN2C(=O)CN1Cc1c(F)cccc1Cl
    5%	-1%	34	-21%	2%	3.4%	i	14%	8%

Screening data: PubChem, National Center for Advancing Translational Sciences (NCATS)
